Screening results deposited in PubChem by several laboratories.
PMI act: activators of human phosphomannose isomerase; actives 0.005% (n = 190,000); P34949; activation factor at 20 µM; purified human PMI, coupled resazurin fluorescence, 20 min; stronger effect = higher value; 1 = vehicle control, 0 substrate-free wells;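 active means activation factor of 2 or more at 20 µM, relative to plate controls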
Target sequence (P34949 whole entry, looked up): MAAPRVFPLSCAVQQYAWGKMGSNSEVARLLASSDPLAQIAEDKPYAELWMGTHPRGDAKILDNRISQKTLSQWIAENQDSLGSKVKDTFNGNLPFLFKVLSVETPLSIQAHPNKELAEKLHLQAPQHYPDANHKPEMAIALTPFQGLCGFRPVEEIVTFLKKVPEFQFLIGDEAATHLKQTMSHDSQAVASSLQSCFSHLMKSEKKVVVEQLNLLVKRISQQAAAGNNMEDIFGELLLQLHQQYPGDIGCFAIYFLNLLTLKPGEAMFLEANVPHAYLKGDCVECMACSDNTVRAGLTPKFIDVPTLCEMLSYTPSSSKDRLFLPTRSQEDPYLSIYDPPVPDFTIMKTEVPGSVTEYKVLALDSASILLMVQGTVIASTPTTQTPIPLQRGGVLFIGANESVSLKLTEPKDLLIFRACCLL
PMI act satM6P: increases human PMI activity with near-saturating mannose 6-phosphate. P34949. coupled PMI enzyme assay, resazurin fluorescence, 20 min; stronger effect = higher value; 1 = untreated enzyme, 0 = substrate-free blank. activation factor at 20 µM. actives 0.34% (n = 190,000). AID 1216;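 active means activation factor of 2 or more at 20 µM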
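assay system = human phosphomannose isomerase with PGI, G6PDH, diaphorase coupling enzymes | quantity = 15 ng/mL PMI | incubation = enzyme reaction with compound 20 min at room temperature | medium = HEPES pH 7.4 buffer with MgCl2 and Tween-20 | compound dosing = one concentration, 20 µM, in 1% DMSO | measured by = Diaphorase-driven resazurin-to-resorufin fluorescence, excitation 544, emission 590 nm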
G6PDH counter: counter-screen for G6PDH assay hits: L. mesenteroides G6PDH inhibition | Purified L. mesenteroides G6PDH, diaphorase/resazurin coupled fluorescence, 45 min | inhibition, % at 5 µM | actives 0.12% (n = 200,000)
L major viab: inhibitors of Leishmania major promastigote growth. actives 9% (n = 200,000). Leishmania major promastigotes, resazurin fluorescence viability. AID 1063. inhibition, % at 10 µM;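 further: promastigotes grown with compound for 44 hours at 28 °C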
Hsp70 act: transcriptional activators of Hsp70 | HeLa Hsp70 promoter luciferase reporter, luminescence; scaled: vehicle 0, proteasome-inhibitor control 100% | activation, % at 10 µM | actives 0.04% (n = 200,000) | AID 1203;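 active means activation above the mean across all tested compounds plus 3 SD, cutoff set per campaign, cut at about 5.5% in these data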;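 further: 100% = MG132 at 30 µM as the positive control and 0% = DMSO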
S1P3 antag: antagonists of human S1P3 receptor. Q99500. CHO S1P3 NFAT-BLA reporter, FRET fluorescence, antagonist mode. inhibition, % at 4.98 µM. actives 0.27% (n = 170,000);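 active means inhibition above the plate cutoff, the mean inhibition of test wells on that plate plus 3 SD, cut at about 28% in these data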;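 further: cells challenged with S1P at its EC80 of 0.8 µM; blue over green emission ratio from cleaved BLA substrate after 4 h stimulation; 0% = S1P-stimulated wells and 100% = unstimulated DMSO-only wells; some compounds past the cut are filed as inactive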
Target sequence (Q99500 whole entry, looked up): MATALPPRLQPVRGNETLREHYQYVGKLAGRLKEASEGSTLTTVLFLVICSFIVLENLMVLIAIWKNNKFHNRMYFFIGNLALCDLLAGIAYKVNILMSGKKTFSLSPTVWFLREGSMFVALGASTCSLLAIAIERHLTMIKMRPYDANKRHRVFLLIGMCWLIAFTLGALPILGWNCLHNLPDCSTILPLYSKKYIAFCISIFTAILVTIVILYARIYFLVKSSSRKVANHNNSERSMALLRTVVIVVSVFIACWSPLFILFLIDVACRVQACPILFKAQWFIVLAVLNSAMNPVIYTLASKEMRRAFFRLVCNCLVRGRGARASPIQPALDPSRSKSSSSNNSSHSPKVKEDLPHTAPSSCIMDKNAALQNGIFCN
Diaphorase inh: diaphorase inhibition or chemical oxidation counter-screen. diaphorase resazurin-to-resorufin fluorescence, NADH, 16 min; bacterial (C. kluyveri) enzyme, not human. inhibition, % at 20 µM. actives 0.69% (n = 190,000). AID 1217;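 active means primary screen inhibition at 20 µM above a set limit, cut at about 50% in these data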;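 further: plate controls were DMSO with full reaction for no effect and wells lacking NADH for full effect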
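Detection: fluorescence of resorufin formed from resazurin, Ex 544/Em 590 nm; test system: Clostridium kluyveri diaphorase enzyme; amount: 0.14 U/mL diaphorase, enzyme working solution; times: 16-min room-temperature incubation before reading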
DTT redox prof: compounds producing H2O2 with reducing agent – biochemical, NIH compound library profiling, artefact control for MLSCN library redox annotation, primary screen; actives 0.03% (n = 200,000); activation, % at 10 µM; DTT-dependent redox cycling H2O2, phenol red/HRP absorbance; 100% = 100 µM peroxide control, 0% = buffer;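 active means activation of at least 50% relative to the plate's high and low controls in the primary single-dose screen; inactive means activation below 50%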;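 further: compound incubated with DTT at 0.8 mM final as the reducing agent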
TLR4 MyD88 comp: TLR4-MyD88 interaction inhibition in cells; HeLa CL3-4 TLR4/MyD88 BLA complementation, FRET ratio; actives 0.18% (n = 200,000); inhibition, % at 8.4 µM; in the data active means inhibition above about 25%;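 further: 0% = vehicle and 100% = reference inhibitor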
RAM inhibit: blocks the yeast RAM network | S. cerevisiae dse1pr::URA3 reporter, 5-FOA growth OD615, 2 d; analog-sensitive cbk1-as2 kinase mutant strain | inhibition, % at 50 µM | actives 1.8% (n = 190,000) | AID 868;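 active means inhibition above a set limit, 3 SD over mean compound inhibition, cut at about 8.4% in these data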;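 further: 0% = DMSO-only wells with no growth and 100% = 10 µM 1-NA-PP1 full growth; inhibition rescues growth on 5-FOA so higher OD means more RAM inhibition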
Diaphorase act: diaphorase activation or chemical reduction counter-screen. Diaphorase/resazurin coupled assay, resorufin fluorescence, 16 min; stronger effect = higher value; 1 = vehicle wells, 0 = NADH-free wells. activation factor at 20 µM. actives 0.005% (n = 190,000). AID 1229;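 active means diaphorase activity raised at least twofold by the compound at 20 µM; inactive means activation factor below 2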
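Measured by – red resorufin fluorescence at 544/590 nm excitation/emission · Test system – Clostridium kluyveri diaphorase, purified enzyme · Incubation – reaction time 16 min, room temperature · Buffer or medium – 50 mM HEPES pH 7.4 with 4.542 mM MgCl2, 0.005% Tween 20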
Active calls of the source: *; . = not tested or not shown. Unless noted, no stated cut-off is given here; in the data, active means inhibition above about 50%; inactive means the rest.

SMILES	PMI act satM6P	Diaphorase inh	RAM inhibit	Diaphorase act	S1P3 antag	Hsp70 act	G6PDH counter	PMI act	DTT redox prof	TLR4 MyD88 comp	L major viab
COc1ccc(CCNC(=O)CCCN2C(=O)c3ccccc3C2=O)cc1	0.9	5.1	1.6	0.9	7.7	-0.3	7.1	0.9	0.1	1.0	-6.1
CCCC[C@@H]1C[C@H]1[C@@H](NC(=O)c1ccco1)c1ccc(Cl)cc1	0.9	16.0	7.3	0.8	12.8	0.1	18.6	0.9	0.8	-3.2	1.1
COC(=O)Cn1cnc2sc(C)c(S(=O)(=O)N3CCC(C)CC3)c2c1=O	0.9	8.6	0.0	0.9	-15.8	-0.7	-1.9	0.9	0.6	11.7	-6.8
Cc1c(C(=O)NCCCn2ccnc2)oc2ccccc12	0.9	-0.3	0.9	1	-15.6	-0.2	13.0	0.9	0.0	0.4	10.2
CCC(C)c1c(O)nc(SCC(=O)Nc2ccccc2)[nH]c1=O (stereo not drawn)	0.9	14.0	0.1	0.9	.	0.4	5.0	0.9	0.5	-6.5	-4.7
CC(C)CCN1CC(O)=C(c2nc3ccccc3[nH]2)C1=N	1	11.1	-1.2	0.9	.	-0.1	3.0	0.9	-0.9	-10.4	44.0
O=C1CC(=O)C(n2cncn2)C(c2ccc(Cl)cc2)C1 (stereo not drawn)	0.9	14.1	0.1	0.9	.	0.3	-10.6	0.9	-3.5	-5.1	-4.6
CS(=O)(=O)Nc1ccc(C2=NN(C(=O)c3ccco3)C(c3cccc(F)c3)C2)cc1 (stereo not drawn)	1.1	-3.5	3.9	1	-5.0	0.0	3.3	1.1	-0.3	-4.9	14.1
O=c1c(Cc2c(F)cccc2Cl)c(O)ccn1Cc1ccc(F)cc1	1	19.0	2.6	0.8	-9.7	-0.1	0.7	0.9	0.1	-4.8	-8.3
COc1ccc(C2=CSC3=NNC4(CCCCC4)NN23)cc1	1	7.1	-1.1	0.9	-10.5	-0.1	0.0	1.1	0.1	-12.2	67.5*
O=c1c2ccsc2ncn1Cc1ccccc1F	0.9	6.8	-0.4	0.9	.	-0.1	5.1	1	1.4	7.1	-2.4
S=C(Nc1ccccc1)Nc1ccc(OCc2ccccc2)cc1	1	2.7	3.0	1	.	-0.2	3.0	1	3.6	-7.6	0.1
CCS(=O)(=O)NCCNc1ccc([N+](=O)[O-])cc1	0.7	18.5	-0.4	0.8	6.2	-0.1	9.6	0.9	-0.3	10.6	-3.1
COCCn1c(SCC(=O)Nc2cc(C)on2)nnc1-c1c[nH]c2ccccc12	0.9	17.4	0.5	0.8	0.3	0.0	-0.4	1	-0.7	-8.4	-3.3
COc1ccccc1N(C)S(=O)(=O)c1ccc(C(=O)Nc2nc(C)cs2)cc1	0.9	25.1	4.1	0.7	-7.8	-0.1	-2.5	0.8	-2.1	-12.9	98.6*
CC1=C(C(=O)NCc2ccccn2)C2(CCC(C)CC2)OC1=O (stereo not drawn)	0.9	11.1	1.4	0.9	3.0	-0.1	-11.3	0.9	-0.2	-20.2	8.2
COc1ccc(OC)c(NC(=O)C2CCN(S(C)(=O)=O)CC2)c1	1	10.6	0.9	0.9	-14.2	-0.3	-8.1	0.9	2.5	4.4	-6.5
CC(C)=CC(=O)OCC(=O)Nc1ccc(Cl)cn1	0.9	4.9	1.3	1	.	-0.2	5.2	0.9	0.2	7.2	-0.2
N=C1S/C(=C\c2ccco2)C(=O)N1c1ccc2c(c1)OCO2	1.1	21.6	3.8	0.8	-9.8	-0.4	1.3	1.3	0.1	-0.1	6.1
COc1ccccc1N1CCN(C(c2cccs2)c2nnnn2C2CCCC2)CC1 (stereo not drawn)	0.9	20.0	0.0	0.8	-0.8	-0.3	-3.3	0.9	3.4	-1.3	49.1

One compound at a time (already shown). Values in the order: PMI act satM6P | Diaphorase inh | RAM inhibit | Diaphorase act | S1P3 antag | Hsp70 act | G6PDH counter | PMI act | DTT redox prof | TLR4 MyD88 comp | L major viab
`CCS(=O)(=O)NCCNc1ccc([N+](=O)[O-])cc1` as listed: 0.7 | 18.5 | -0.4 | 0.8 | 6.2 | -0.1 | 9.6 | 0.9 | -0.3 | 10.6 | -3.1
`COCCn1c(SCC(=O)Nc2cc(C)on2)nnc1-c1c[nH]c2ccccc12` as listed: 0.9 | 17.4 | 0.5 | 0.8 | 0.3 | 0.0 | -0.4 | 1 | -0.7 | -8.4 | -3.3

The results go on:
SMILES	PMI act satM6P	Diaphorase inh	RAM inhibit	Diaphorase act	S1P3 antag	Hsp70 act	G6PDH counter	PMI act	DTT redox prof	TLR4 MyD88 comp	L major viab
CC(=O)Cn1ncc(Br)c(Br)c1=O	1	3.2	9.9*	1	-5.9	1.1	14.7	1	-0.1	23.4	71.2*
Oc1c(C=C2N=c3ccccc3=N2)sc(=S)n1-c1ccccc1	1.1	-6.4	0.1	1.1	-2.2	0.0	-0.2	1	-0.2	-14.7	-2.2
CC(=O)Nc1ccc(CN2CCCC(C(=O)c3cccc(C(F)(F)F)c3)C2)cc1 (stereo not drawn)	0.9	12.5	-0.7	0.9	-14.2	0.4	17.9	0.9	0.9	-12.1	23.4
COc1ccc(S(=O)(=O)N2CCOCC2)cc1NC(=O)c1cc2c(s1)CCCC2	0.9	9.5	0.0	0.9	-18.2	-0.4	-19.1	0.8	0.6	-12.4	0.1
COc1cccc(NC(=S)NCc2cccs2)c1	1	12.1	0.1	0.9	-7.6	0.0	0.1	1	0.2	17.0	6.5
CC(NS(C)(=O)=O)C(c1cccs1)N1CCN(c2ccccc2F)CC1 (stereo not drawn)	.	.	1.5	.	.	-0.4	.	.	0.5	14.0	-7.3
Cc1cccc(NC(=O)CN2C(=O)S/C(=C\c3ccc(O)c([N+](=O)[O-])c3)C2=O)c1	0.9	15.0	2.6	0.8	-5.7	-0.2	-8.8	1.1	-0.2	-22.6	-6.2
Cc1ccc(C(=S)N2CCN(Cc3ccccc3)CC2)s1	1	13.8	0.7	0.9	-5.2	-0.1	7.4	1	0.0	-8.6	-5.4
Cc1ccc(S(=O)c2ccc(C)cc2)cc1	1	2.8	0.1	1	5.5	0.1	10.5	1.1	0.2	-3.4	5.6
CC(C)c1ccc(CNc2ccc(N3CCOCC3)cc2)cc1	0.9	19.0	2.5	0.8	-12.4	-0.2	-24.6	0.8	1.9	2.7	81.1*
Cn1ncc(N=Cc2ccccc2)c1C(=O)Nc1cccc(Cl)c1	0.9	18.7	8.3	0.8	.	-0.2	-40.9	0.8	2.5	0.2	-3.8
Cc1ccc(NC(=O)CSC2=Nc3ccccc3C3CC=NN23)c(C)c1 (stereo not drawn)	1	3.4	1.1	1	.	-0.4	2.9	1	1.5	-5.5	14.6
COC(=O)Cc1ccc(O)c(N)c1	0.8	23.8	-0.5	0.8	1.0	0.1	17.9	0.8	-1.9	16.7	2.8
CC(=O)C1=C(C)NC(=O)NC1c1ccc(OC2CCCC2)cc1 (stereo not drawn)	0.9	9.0	-0.4	0.9	-13.8	-0.5	7.9	0.9	0.0	4.1	-3.4
O=C(NC1CCN(Cc2ccccc2)CC1)C1CCN(S(=O)(=O)c2cccc3cccnc23)CC1	1	-6.9	.	1.1	-8.3	-0.1	-0.7	1	-2.4	-6.5	-3.9
Cc1nc(NC(C)C)c2cnn(CCc3ccccc3)c2n1	1	18.7	0.1	0.8	.	2.5	-2.8	1	0.0	-10.3	15.6
O=C(NCCCNC(=O)c1ccccn1)c1ccccn1	1	0.7	-0.2	1	-11.2	-0.3	-3.7	1	-3.0	12.8	-5.2
COc1cc(NC(=O)c2ccc(CNc3c(N4CCOCC4)c(=O)c3=O)cc2)cc(OC)c1	1	21.2	2.0	0.8	.	-0.1	4.4	1	-3.6	-3.0	-1.9
O=C(c1cccnc1)n1nc(-c2ccco2)nc1NCc1cccs1	1	-1.9	7.9	1	-9.3	0.3	4.5	1.1	-1.1	-18.1	-1.0
CCC(C)NC(=O)C1CCN(c2nc(C)cc(C)n2)CC1 (stereo not drawn)	1	5.6	1.8	0.9	-34.8	-0.2	3.3	1	2.4	-2.2	0.8
COc1ccc(C(=O)N2N=C(c3cccc(OC)c3)CC2(O)C(F)(F)F)cc1 (stereo not drawn)	0.9	9.7	8.1	0.9	-0.1	-0.1	1.2	1	-0.1	-15.5	43.1
COc1ccccc1CO/N=C/NC(=O)c1c(OC)ccnc1Oc1ccc(F)cc1	0.9	24.2	1.2	0.8	.	0.0	-6.7	0.8	-0.9	0.5	2.2
Cc1cc(C)n2nc(SCC(=O)N(C)c3ccccc3)nc2n1	1	13.6	0.0	0.9	-29.5	-0.2	-7.9	1	0.9	-3.5	-2.7
